Screening data deposited in PubChem by Broad Institute.
PGC1a acetyl inh = PGC1a acetylation modulation, inhibitor mode | U2OS PGC1a acetylation, AlphaScreen anti-acetyl-lysine; with virally co-expressed GCN5 acetyltransferase | inhibition, % at 15.6 µM | 0.17% of 350,000 active;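 active = every replicate shows inhibition of at least 40%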;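 note: 0% = neutral control wells and 100% = positive control wells; some results beyond the cut were filed as inactive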
LGR2 antag = blocks bursicon-induced cAMP signaling via Drosophila LGR2 | inhibition, % at 9.99 µM | HEK293 LGR2, CRE-luciferase, bursicon-stimulated, 4 h | 0.35% of 380,000 active | AID 720647;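 active = drop in luminescence signal, shown as inhibition above about 50% in the replicate tests, limit read from the data, passing the limit was not always enough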;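 note: agonist challenge used bursicon conditioned medium at about half maximal strength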
Cneo AK release = causes C. neoformans cell lysis; lysis activity, % at 15 µM; 0.2% of 360,000 active; AID 651654; adenylate kinase release luminescence, 4 h; normalised: neutral wells 0, clomiphene wells 100;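 active = mean lysis activity across replicates of at least 80%, whatever share of replicates individually reach that level; inactive = mean lysis activity below 80%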
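Material: C. neoformans cells | Amount: Yeast cell density of 5 × 10^6 cells/mL | Medium: Fresh YPD growth medium | Dosing: Single dose | Times: Static 4 h at 37 °C with compound, 1 h detection | Detection: AK luminescence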
EWS-Fli inh = EWS/Fli transcriptional activity inhibition; A673 NR0B1-luciferase reporter, viability-normalised; 0.67% of 350,000 active; inhibition, % at 12.6 µM;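 active = mean inhibition of at least 50% after viability correction, with every replicate also passing that limit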;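 note: firefly luciferase signal divided by Alamar Blue viability fluorescence both relative to DMSO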
miR122 inh = miR-122 inhibition in Huh7 cells | Huh7 miR-122 Renilla luciferase sensor, 48 h; neutral wells = 0, positive control = 100 | 0.3% of 340,000 active | activation (reporter increase), % at 12.5 µM;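 active = mean replicate activation score at least 90 and every replicate individually at or above 90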;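 note: higher luciferase means less miR-122 activity so hits act as miR-122 inhibitors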
Casp6 inh = blocks human caspase-6 cleavage activity. P55212. purified caspase-6, Z-VEID-R110 cleavage fluorescence. inhibition, % at 12.5 µM. 0.53% of 350,000 active;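 active = mean inhibition across replicates at least about 35%, with every replicate also reaching that limit, limit read from the data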;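 note: 0% = median of neutral control wells and 100% = no fluorescence left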
Target sequence (P55212 24-179 limits assumed): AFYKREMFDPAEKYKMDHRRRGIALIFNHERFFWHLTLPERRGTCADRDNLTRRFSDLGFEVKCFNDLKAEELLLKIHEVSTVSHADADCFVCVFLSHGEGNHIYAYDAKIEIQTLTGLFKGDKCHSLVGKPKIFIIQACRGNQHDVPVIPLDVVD
Target sequence (P55212 194-293 limits assumed): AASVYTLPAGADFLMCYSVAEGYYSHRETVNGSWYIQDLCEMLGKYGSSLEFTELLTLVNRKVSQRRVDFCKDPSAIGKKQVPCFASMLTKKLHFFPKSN
PAX8 reporter = inhibitors of PAX8 transcriptional activity in RMG-I cells. RMG-I TPO-luciferase reporter, SteadyGlo, 24 h. inhibition, % at 12.6 µM. 1.2% of 360,000 active;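 active = mean replicate inhibition at least 60% with every replicate also reaching 60%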;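 note: luciferase light reporting Pax8 driven TPO promoter activity; plate controls were median of neutral control wells for no effect and mitoxantrone controls for full effect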
FN deposition inh = fibronectin deposition inhibition; AH1F fibroblasts, Alexa488-fibronectin deposition fluorescence, overnight; inhibition, % at 12.6 µM; 0.086% of 350,000 active; AID 743247;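 active = mean inhibition across replicates of 30% or more, regardless of how many single replicates reach that level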;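 note: positive control wells lacked labelled fibronectin entirely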
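Measured by – fluorescence 485/525 nm · System – AH1F fibroblast monolayer, labelled fibronectin deposition · Amount – 10000 cells per well · Buffer or medium – serum-reduced DMEM (2% serum) · Doses – single dose, pinned · Also added – fluorescent fibronectin at 24 nM final · Schedule – 1 h cell attachment, overnight exposure to compound and label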
Starred values were filed as active, the others as inactive; . = not tested or not shown; [ ] = remark or other dose.

Below each compound – Cneo AK release	PGC1a acetyl inh	miR122 inh	PAX8 reporter	Casp6 inh	LGR2 antag	FN deposition inh	EWS-Fli inh
COc1ccc2oc(=O)cc(CN3CCOCC3)c2c1
    -5	20	-4	4	1	-10	6	8
Cc1cc(Cl)ccc1OC(C)C(=O)NCCCn1ccnc1 (configuration not stated)
    .	.	.	43	-8	.	9	-107
COc1ccc(OC)c(-c2cc(C(=O)N3CCN(c4ccccc4)CC3)no2)c1
    0	-7	3	7	-2	0	4	4
CCc1cc(=O)oc2c(CN3CCN(C)CC3)c(O)ccc12
    -2	14	0	-20	-8	15	2	-15
O=C(Nc1ccccc1N1CCCCC1)c1cccc(F)c1
    -2	0	-1	-29	.	.	2	.
CCCc1nc2c(nnn2Cc2ccccc2F)c(=O)[nH]1
    -1	3	2	.	-3	3	.	8
C[C@@H]1CN([C@H](C)CO)C(=O)Cc2cc(NC(=O)C3CC3)ccc2O[C@H]1CN(C)C(=O)Nc1cccc2ccccc12
    -8	-8	-1[16.7 µM]	-1	-3	0	.	3
Cc1ccc(-n2nc(C)c3c2OC(N)=C(C#N)C3c2cccs2)cc1 (configuration not stated)
    0	6	1	.	.	.	3	.
CC(/C=N/NC(=O)c1nnn(-c2nonc2N)c1C)=C\c1ccccc1
    -4	.	.	-65	-2	-2	-2	-31
Cc1c(C#N)c(O)n(C)c(=O)c1N=Nc1ccc(S(N)(=O)=O)cc1
    .	.	.	3	2	-17	-19	-37
Cc1cc(Nc2ccc(C)c(Cl)c2)nc(N2CCOCC2)n1
    -1	-7	-2	6	2	-16	8	-16
O=C(O)c1cccc2cccc(-c3c4ccc(=O)c(O)c-4oc4c(O)c(O)ccc34)c12
    .	.	.	3	99*	4	6	6
COc1ccc(NC(=O)Nc2ccc3nc(C)c(C)nc3c2)cc1
    -1	-6	-2	-37	.	.	9	.
Cc1cc(C)nc(SCCc2ccncc2)n1
    0	-1	-15	.	.	.	-9	.
N#CCCN/N=C(\Cc1nc2ccccc2[nH]1)c1ccccc1
    0	-29	-4	.	.	-24	.	.
C1CC1Cc1noc(CN2CCN(CC3CC3)CC2)n1
    .	-28	1	-6	4	-10	8	-2
CCN(CC)CCn1c(NC(=O)c2ccc(Cl)cc2)nc2ccccc21
    .	1	.	.	0	-35	.	-22
O=C(COC(=O)c1ccc(Cl)nc1)Nc1cc(S(=O)(=O)N2CCCCC2)ccc1Cl
    -1	3	-4	5	1	19	-6	6
CCc1nnc(NC(=O)c2ccc(S(=O)(=O)N(C)c3ccccc3)cc2)o1
    .	.	.	9	2	3	-3	9
CC1(C(=O)NCCC#N)CCN1C(=O)Cc1ccc(-c2ccccc2)cc1 (configuration not stated)
    0	-3	-5	4	-3	-5	9	-4

Another view of 4 compounds above:
SMILES | Cneo AK release | PGC1a acetyl inh | miR122 inh | PAX8 reporter | Casp6 inh | LGR2 antag | FN deposition inh | EWS-Fli inh
O=C(O)c1cccc2cccc(-c3c4ccc(=O)c(O)c-4oc4c(O)c(O)ccc34)c12 | . | . | . | 3 | 99* | 4 | 6 | 6
COc1ccc(NC(=O)Nc2ccc3nc(C)c(C)nc3c2)cc1 | -1 | -6 | -2 | -37 | . | . | 9 | .
Cc1cc(C)nc(SCCc2ccncc2)n1 | 0 | -1 | -15 | . | . | . | -9 | .
N#CCCN/N=C(\Cc1nc2ccccc2[nH]1)c1ccccc1 | 0 | -29 | -4 | . | . | -24 | . | .

(continued)
Below each compound – Cneo AK release	PGC1a acetyl inh	miR122 inh	PAX8 reporter	Casp6 inh	LGR2 antag	FN deposition inh	EWS-Fli inh
C[C@@H]1CN([C@H](C)CO)C(=O)Cc2cc(NC(=O)Nc3ccc(C(F)(F)F)cc3)ccc2O[C@@H]1CN(C)Cc1ccc(Cl)c(Cl)c1
    -4	5	49[16.7 µM]	6	-1	3	9	-7
C[C@@H]1CN([C@H](C)CO)C(=O)c2cc(NC(=O)Nc3ccc(C(F)(F)F)cc3)ccc2O[C@@H]1CN(C)C(=O)Nc1ccc2c(c1)OCO2
    -1	-9	-3[16.7 µM]	.	-4	28	.	-1
COc1ccccc1-n1c(=O)c2c3c(sc2n2c(=S)[nH]nc12)CCC3
    1	3	3	30	8	5	1	5
Cc1noc(C)c1S(=O)(=O)N(C)C[C@@H]1OCc2ccccc2-c2ccccc2C(=O)N([C@@H](C)CO)C[C@H]1C
    2	8	.	-21	2	18	1	14
Cc1ccc(NC(=O)CC(N)=S)cc1
    .	.	.	0	3	4	-5	1
CCOc1ccc2nc(NCCCNS(=O)(=O)c3ccccc3)c(C#N)cc2c1
    -1	0	17	1	.	.	15	.
Cn1c2c(c(=O)[nH]c1=O)C(c1ccc(O)cc1)C1=C(N2)c2ccccc2C1=O (configuration not stated)
    2	2	-5	14	3	-15	-1	9
Cc1noc(C)c1NC(=O)Nc1ccc2c(c1)C(=O)N([C@H](C)CO)C[C@H](C)[C@H](CN(C)C(=O)Nc1c(C)noc1C)OCCCC[C@@H](C)O2
    4	20	6[16.7 µM]	-40	0	13	1	-9
CCc1nnc(NC(=O)CSc2nnc(-c3ccccc3NC(=O)c3ccccc3)o2)s1
    -3	2	4	.	.	-6	-3	.
CC(=O)Nc1cccc(-c2ccnc3c2CC(C(=O)NCC2CC2)O3)c1 (configuration not stated)
    0	7	5	15	-2	7	6	3
N#Cc1ccc(Oc2cnccn2)cc1
    4	-3	-5	18	-3	-9	1	-6
COc1cc2ccccc2cc1C(=O)Nc1ccccc1C
    0	.	1	-95	-2	.	3	-131
CCOc1ccccc1N1CCN(C(=S)Nc2ccc(S(=O)(=O)Nc3ncccn3)cc2)CC1
    1	-6	9	-3	1	4	.	.
CCC(=O)N1CCc2cc(S(=O)(=O)CCC(=O)NCc3ccc(C)cc3)ccc21
    3	12	-2	1	-1	8	4	0
O=C(/C=C/c1ccccc1[N+](=O)[O-])Nc1cccnc1
    .	.	.	-63	3	.	7	-20
Cc1ccc(-c2nn(C)c(=O)c3ccccc23)cc1CNC(=O)/C=C/c1ccccc1
    4	-1	4	30	.	.	13	.
CCN1C(=O)CC(NNC(=O)c2ccccc2)C1=O (configuration not stated)
    .	-3	.	-6	0	2	-15	4
O=C(Nc1ccc(NC(=O)c2ccccc2Cl)cc1)c1cccnc1
    -1	-30	-4	-31	2	7	5	-17
O=C(c1cc(-c2ccc(O)cc2)on1)N1CCc2ccccc2C1
    -2	-14	2	-51	7	-34	-2	-5
O=C(O)c1ccc(N2C(=O)c3cccc(Oc4ccc(Cl)cc4)c3C2=O)cc1
    1	-11	0	13	0	.	11	-5

Below each compound – Cneo AK release	PGC1a acetyl inh	miR122 inh	PAX8 reporter	Casp6 inh	LGR2 antag	FN deposition inh	EWS-Fli inh
COc1ccc(NC(=O)N2C[C@H](O)COC[C@H]3O[C@H](CC(=O)NCc4ccccc4OC)CC[C@@H]32)cc1
    -4	0	3[16.7 µM]	-6	-1	4	7	-14
Cc1ccc(C(=O)OCC(=O)NC2CCCC2)cc1C
    -3	.	2	-14	3	-5	-1	2
CC(C)(C)OC(=O)N1CCC(C(=O)Nc2cccc(C(=O)N3CCCC3)c2)CC1
    -2	-7	14	7	-1	-2	9	6
O=C1O[C@H](c2ccccc2)[C@H](c2ccccc2)N2[C@H]1[C@@H](C(=O)N1CCCCCCC1)[C@]1(C(=O)Nc3ccc(C#CC4(O)CCCCCC4)cc31)[C@H]2c1ccc(OCCO)cc1
    4	.	.	-1	2	.	.	1
O=C(O)c1ccc2c3n(nc2c1)-c1ccc(Cl)cc1CO3
    .	.	.	-16	1	-27	7	-39
O=C(N[C@H]1CC[C@@H](CC(=O)N2CCc3ccccc3C2)O[C@@H]1CO)C1CCC1
    0	7	.	-4	-1	-5	.	-2
Cc1cc(C)cc(Oc2ncnc3c2ncn3Cc2c(Cl)cccc2Cl)c1
    1	16	1	.	.	5	-5	.
CC(=O)N/C(=C\c1cccs1)C(=O)O
    .	8	10	-7	-3	.	7	5
CC1CC(C)CN(C(=O)c2ccc3ncsc3c2)C1 (configuration not stated)
    -1	7	-3	-6	-2	-12	-8	6
CC(C)(C)c1ccc(Cn2nnc3c(=O)[nH]c(C4CCCN(C(=O)c5ccco5)C4)nc32)cc1 (configuration not stated)
    1	-14	-2	5	10	18	-2	15
C[C@@H]1CCCCO[C@H](CN(C)C(=O)CCC(F)(F)F)[C@H](C)CN([C@H](C)CO)C(=O)c2cc(NS(=O)(=O)c3cn(C)cn3)ccc2O1
    -1	-5	-6[16.7 µM]	-12	2	6	.	11
CCCCn1nnnc1C(c1cc2ccccc2o1)N1CCN(C/C=C/c2ccccc2)CC1 (configuration not stated)
    -5	0	4	13	-1	15	.	1
CCC(=O)N1CCCCN2[C@@H](CO)[C@@H](c3ccc(C#Cc4cccnc4)cc3)[C@@H]2C1
    52	-5	-4[16.7 µM]	-26	1	2	.	7
O=C(C[C@@H]1CC[C@@H]2[C@H](COC[C@H](O)CN2C(=O)C2CC2)O1)NCc1ccccc1Cl
    -1	0	7[16.7 µM]	4	0	4	-13	-6
CCC/C(O)=C1\C(=O)CC(c2ccccc2)CC1=NCCc1c(C)[nH]c2ccccc12 (configuration not stated)
    0	-24	4	22	-2	-2	-1	3
CCCCNCC#CCOc1cc(C)ccc1C(C)C
    -2	.	4	21	2	0	2	30
COC(=O)c1sc(N2CCN(c3ccc(Cl)cc3)CC2)nc1N
    .	-16	.	0	0	5	-20	-1
COc1ccccc1C(CNC(=O)CN(C)S(=O)(=O)c1ccc(C)cc1)N1CCCC1 (configuration not stated)
    1	-10	-10	0	-4	-31	-1	4
c1ccc(-c2nnc(CSc3ccc4c(c3)OCCO4)o2)cc1
    -4	.	-4	5	-5	-31	5	15
O=C(NCc1ccc(F)cc1)C1CCC(CNc2c(N3CCOCC3)c(=O)c2=O)CC1 (configuration not stated)
    .	0	3	27	-3	-1	-1	-2

Below each compound – Cneo AK release	PGC1a acetyl inh	miR122 inh	PAX8 reporter	Casp6 inh	LGR2 antag	FN deposition inh	EWS-Fli inh
N#C[C@@H]1[C@@H](c2ccccc2)[C@H](CO)N1S(=O)(=O)c1ccc(-c2ccccc2)cc1
    3	1	.	-4	1	10	-6	12
CCc1nc2c(sc3nc4c(cc32)COC(C)(C)C4)c(=O)n1Cc1ccco1
    -1	3	7	.	.	-32	.	.
O=C(CN1CCOCC1)Nc1ccc([N+](=O)[O-])cc1Br
    .	8	.	26	1	-2	20	0
C[C@H]1CN([C@@H](C)CO)C(=O)c2cc(NC(=O)Nc3ccc(F)cc3)ccc2O[C@H]1CN(C)C(=O)Nc1cccc2ccccc12
    0	0	-10[16.7 µM]	-9	1	-10	-3	1
O=C(c1cnn(C(=O)COc2ccccc2F)c1)c1cc(F)ccc1O
    .	14	.	-11	-1	11	4	-5
O=C(O)c1ccc[n+](Cc2ccc([N+](=O)[O-])cc2)c1
    -2	13	-4	-1	6	6	-4	0
COc1ccc(C(=O)Nc2ccc(Cl)cn2)cc1Cl
    -2	-1	-1	.	.	.	-11	.
Cc1ccc(NS(=O)(=O)Cc2ccccc2)nc1
    .	13	.	-54	-4	-15	-5	-24
CC1(c2nnc(-c3ccccc3)o2)CC(c2cccc(Cl)c2)=NO1 (configuration not stated)
    -1	-1	-4	11	-2	11	5	-1
COc1ccc(C(=O)/C=C/Nc2ccc([N+](=O)[O-])cc2C)cc1OC
    -4	3	1	.	.	.	-12	.
C[C@H](CO)N1C[C@H](C)[C@H](CN(C)C(=O)c2ccccc2)OCCCC[C@H](C)Oc2ccc(NS(=O)(=O)c3ccccc3)cc2C1=O
    -5	-4	-5[16.7 µM]	8	0	4	-17	1
